Bioassay records from PubChem.
GPR151 ag: activates the human receptor GPR151. activation, % at 11.2 µM. AID 1508602. 1% of 650,000 active. Q8TDV0. PathHunter beta-arrestin GPR151 cells, luminescence; in the data active means activation above about 4.9%;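 further: 0% = median of compound wells and 100% = cells with positive control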
MITF inh: blocks human microphthalmia-associated transcription factor | AID 1259374 | 0.91% of 650,000 active | inhibition, % at 2.6 µM | O75030 | AlphaScreen MITF homodimerization, bead proximity signal; in the data active means inhibition above about 50%;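 further: 0% = vehicle wells with protein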
FBW7 act: human FBW7 E3 ligase activation, primary screen; normalized activity (activation), % at 26.1 µM; Q969H0; AlphaScreen FBW7–phospho-cyclin E peptide binding, activator screen; 0.13% of 650,000 active; in the data active means normalized activity above about 1.9%;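 further: purified mutant Fbw7 with reduced substrate affinity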
Target sequence (Q969H0 whole entry, looked up): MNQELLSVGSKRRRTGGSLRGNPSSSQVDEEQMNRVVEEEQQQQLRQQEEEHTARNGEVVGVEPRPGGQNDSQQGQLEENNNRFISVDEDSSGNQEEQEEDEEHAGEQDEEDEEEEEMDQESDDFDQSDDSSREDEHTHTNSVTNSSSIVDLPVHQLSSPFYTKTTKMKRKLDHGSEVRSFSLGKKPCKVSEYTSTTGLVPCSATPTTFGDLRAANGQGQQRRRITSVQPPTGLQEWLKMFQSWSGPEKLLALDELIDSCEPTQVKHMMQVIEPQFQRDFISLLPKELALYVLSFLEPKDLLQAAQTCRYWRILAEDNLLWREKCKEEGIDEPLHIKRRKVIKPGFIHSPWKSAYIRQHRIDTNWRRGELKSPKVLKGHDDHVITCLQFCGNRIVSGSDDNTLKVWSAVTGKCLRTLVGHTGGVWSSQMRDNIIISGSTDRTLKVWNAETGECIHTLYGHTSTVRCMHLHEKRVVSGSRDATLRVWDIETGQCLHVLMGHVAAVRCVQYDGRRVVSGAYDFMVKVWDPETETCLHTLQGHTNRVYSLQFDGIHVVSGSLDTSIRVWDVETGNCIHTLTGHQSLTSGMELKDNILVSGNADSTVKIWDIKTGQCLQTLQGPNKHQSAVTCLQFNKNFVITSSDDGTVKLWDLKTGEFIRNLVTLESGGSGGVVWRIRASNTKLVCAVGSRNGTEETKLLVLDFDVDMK
TEAD-YAP inh: TEAD-YAP interaction inhibition | AID 1259422 | 1.4% of 640,000 active | HEK-TIYL cells, TEAD-Gal4/YAP UAS-luciferase luminescence | inhibition, % at 9.12 µM; in the data active means inhibition above about 32%;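 further: 0% = median of test compound wells and 100% = reference inhibitor wells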
* = called active by the depositor.

How did O=C(Nc1nc2ccccc2s1)c1ccccc1 do in these assays?
GPR151 ag: -8.1; MITF inh: 0; FBW7 act: 0.0; TEAD-YAP inh: 32*

How did CC(C)NC(=O)C1C2C=CC3(CN(Cc4ccccc4Cl)C(=O)C13)O2 (stereo not drawn) do in these assays?
GPR151 ag: 3.0; MITF inh: -19; FBW7 act: -0.1; TEAD-YAP inh: -2

How did O=C(COc1ccc(Cl)cc1)N(c1ccc(F)cc1)C1C=CS(=O)(=O)C1 (stereo not drawn) do in these assays?
GPR151 ag: -0.2; MITF inh: 10; FBW7 act: 1.1; TEAD-YAP inh: -6

Results for CCOC(=O)C1CCN(c2nc(-c3cccnc3)nc3c2CN(S(C)(=O)=O)CC3)CC1 ?
GPR151 ag: -0.9; MITF inh: 10; FBW7 act: -0.1; TEAD-YAP inh: 9

Results for CCOc1ccc(NC(=O)C2C3C=CC4(O3)C2C(=O)N(C(C)(C)C)C4C(=O)NC2CCCCC2C)cc1 (stereo not drawn) ?
GPR151 ag: 1.7; MITF inh: -5; FBW7 act: -0.1; TEAD-YAP inh: 5

What do the screens show for `O=[N+]([O-])c1ccc(-c2nc(Nc3ccc(Cl)cc3)c3ccccc3n2)cc1`?
GPR151 ag: 1.3; MITF inh: -1; FBW7 act: -0.1; TEAD-YAP inh: -1

Results for Nc1cc(OC(=O)c2cccc(F)c2)nn1S(=O)(=O)c1ccc(Br)cc1 ?
GPR151 ag: 0.0; MITF inh: -3; FBW7 act: -0.1; TEAD-YAP inh: 3

Results for O=[N+]([O-])/C=C1/CCCCCN1 ?
GPR151 ag: -0.9; MITF inh: 14; FBW7 act: 0.1; TEAD-YAP inh: 9

How did Cc1cc(NC(=O)/C=C/c2ccco2)ccc1Br do in these assays?
GPR151 ag: -0.1; MITF inh: -5; FBW7 act: -0.1; TEAD-YAP inh: -47

What do the screens show for `COC(=O)c1ccc(CN2CCC(N(CCN(C)C)C(=O)c3ccco3)CC2)cc1`?
GPR151 ag: 2.2; MITF inh: 15; FBW7 act: 0.5; TEAD-YAP inh: 0

2 records picked at random from those above, as already listed:
Results for CCOc1ccc(NC(=O)C2C3C=CC4(O3)C2C(=O)N(C(C)(C)C)C4C(=O)NC2CCCCC2C)cc1 (stereo not drawn) ?
GPR151 ag: 1.7; MITF inh: -5; FBW7 act: -0.1; TEAD-YAP inh: 5

Results for Nc1cc(OC(=O)c2cccc(F)c2)nn1S(=O)(=O)c1ccc(Br)cc1 ?
GPR151 ag: 0.0; MITF inh: -3; FBW7 act: -0.1; TEAD-YAP inh: 3

(next part)
What do the screens show for `O=S(=O)(c1ccc(Br)cc1)N1CCN(Cc2c(F)cccc2F)CC1`?
GPR151 ag: -2.5; MITF inh: -5; FBW7 act: -0.1; TEAD-YAP inh: -4

Results for Cc1ccc(OCC(=O)OCC(=O)c2ccc3c(c2)OCCO3)cc1 ?
GPR151 ag: 0.8; MITF inh: 13; FBW7 act: 0.1; TEAD-YAP inh: 3

How did CC1(C)OC(=O)C(=Cc2c(Cl)cccc2Cl)C(=O)O1 do in these assays?
GPR151 ag: 0.9; MITF inh: 10; FBW7 act: 0.1; TEAD-YAP inh: 3

What do the screens show for `NC(=O)c1ccc(-c2ncc(C(=O)NCCc3ccc(O)cc3)s2)cc1`?
GPR151 ag: -1.7; MITF inh: -14; FBW7 act: 0.1; TEAD-YAP inh: -6

What do the screens show for `COc1cc(-c2nc3cnccn3c2NCc2ccco2)ccc1O`?
GPR151 ag: 2.6; MITF inh: 8; FBW7 act: 0.4; TEAD-YAP inh: 8

Results for Cc1ccc(N2C(=O)c3ccccc3NC2c2ccc(OCc3ccccc3)cc2)cc1 (stereo not drawn) ?
GPR151 ag: -2.1; MITF inh: 2; FBW7 act: -0.2; TEAD-YAP inh: -71

What do the screens show for `Cc1cc(=O)n2nc(N(C)CC(=O)NCc3ccc(OC(C)C)cc3)sc2n1`?
GPR151 ag: 1.3; MITF inh: -3; FBW7 act: 0.1; TEAD-YAP inh: -5

Results for CC(C)CC1C(C#N)=C(N)OC2=C1C(=O)CC(c1ccccc1)C2 (stereo not drawn) ?
GPR151 ag: -0.4; MITF inh: 6; FBW7 act: 0.0; TEAD-YAP inh: 6

Results for O=c1c2ccccc2nc(SCc2csc3ccc(Cl)cc23)n1CCc1ccccc1 ?
GPR151 ag: -0.2; MITF inh: -15; FBW7 act: 0.1; TEAD-YAP inh: -7

How did O=C(NCc1ccccn1)c1cccc(OC2CCN(C(=O)c3ccsc3)CC2)c1 do in these assays?
GPR151 ag: 1.0; MITF inh: -2; FBW7 act: -0.1; TEAD-YAP inh: 10

Structures shown so far that have fluorine:
How did O=C(COc1ccc(Cl)cc1)N(c1ccc(F)cc1)C1C=CS(=O)(=O)C1 (stereo not drawn) do in these assays?
GPR151 ag: -0.2; MITF inh: 10; FBW7 act: 1.1; TEAD-YAP inh: -6

Results for Nc1cc(OC(=O)c2cccc(F)c2)nn1S(=O)(=O)c1ccc(Br)cc1 ?
GPR151 ag: 0.0; MITF inh: -3; FBW7 act: -0.1; TEAD-YAP inh: 3

What do the screens show for `O=S(=O)(c1ccc(Br)cc1)N1CCN(Cc2c(F)cccc2F)CC1`?
GPR151 ag: -2.5; MITF inh: -5; FBW7 act: -0.1; TEAD-YAP inh: -4

(more compounds)
How did Cc1csc(NC(=O)CSc2nc(N)c(C#N)cc2C#N)n1 do in these assays?
GPR151 ag: -0.1; MITF inh: 2; FBW7 act: 0.1; TEAD-YAP inh: 12

Results for COc1ccc(/C=N/n2c(C)cc(C)c(C#N)c2=O)cc1O ?
GPR151 ag: 0.7; MITF inh: 9; FBW7 act: 0.0; TEAD-YAP inh: 13

What do the screens show for `COc1ccc(S(=O)(=O)Nc2ccc(NC(C)=O)cc2)cc1I`?
GPR151 ag: -1.5; MITF inh: -5; FBW7 act: -0.1; TEAD-YAP inh: -12

How did O=C1c2cccc3c(Nc4ccccc4Cl)ccc(c23)C(=O)N1c1ccc(Br)cc1 do in these assays?
GPR151 ag: -2.1; MITF inh: 2; FBW7 act: -0.2; TEAD-YAP inh: 2

How did Cc1ccc(-c2nc(=S)[nH]n2-c2nc3ccccc3s2)cc1 do in these assays?
GPR151 ag: 1.0; MITF inh: -1; FBW7 act: 0.0; TEAD-YAP inh: -6

How did COC(=O)c1cc(Cl)c(NC(=S)NC(=O)C(C)(C)C)cc1OC do in these assays?
GPR151 ag: -1.0; MITF inh: 7; FBW7 act: 0.0; TEAD-YAP inh: -22

How did CCn1cc(C(=O)OCC(=O)Nc2cccc(Br)c2)c(=O)c2ccc(C)nc21 (tested in a mixture with another compound) do in these assays?
GPR151 ag: 0.3; MITF inh: 5; FBW7 act: 0.0; TEAD-YAP inh: -2

What do the screens show for `N#Cc1ccc(Oc2ccccc2)cc1SCc1ccccc1`?
GPR151 ag: 0.4; MITF inh: 5; FBW7 act: 0.1; TEAD-YAP inh: -18

What do the screens show for `O=C1c2cccc3c(Nc4ccccc4Cl)c([N+](=O)[O-])cc(c23)C(=O)N1CCO`?
GPR151 ag: 1.4; MITF inh: 15; FBW7 act: -0.1; TEAD-YAP inh: 4

Results for O=C(Nc1ccc(-c2nc3ccccc3o2)cc1)c1cc2ccccc2o1 ?
GPR151 ag: 1.1; MITF inh: 3; FBW7 act: 0.0; TEAD-YAP inh: -17

What do the screens show for `O=C(CSc1nnc(-c2cccnc2)o1)c1cc2ccccc2oc1=O`?
GPR151 ag: 6.2*; MITF inh: 14; FBW7 act: 0.7; TEAD-YAP inh: 5

Results for COC(=O)c1c(C)oc2c1cc(NS(=O)(=O)c1ccc(OC)cc1)c1ccccc12 ?
GPR151 ag: -1.4; MITF inh: 2; FBW7 act: -0.1; TEAD-YAP inh: 51*

What do the screens show for `O=c1[nH]c2cc3[nH]c(=O)c(=O)[nH]c3cc2[nH]1`?
GPR151 ag: 1.0; MITF inh: 7; FBW7 act: -0.1; TEAD-YAP inh: -3

What do the screens show for `c1ccc(Nc2nc(Nc3ccc(N4CCOCC4)cc3)nc3c2ncn3-c2ccsc2)cc1`?
GPR151 ag: 0.2; MITF inh: 9; FBW7 act: 0.0; TEAD-YAP inh: 11

How did COCCN(C(=S)Nc1ccccc1OC)C1CCN(C(C)=O)CC1 do in these assays?
GPR151 ag: -0.7; MITF inh: 15; FBW7 act: 0.0; TEAD-YAP inh: -1

How did CCOC(=O)c1c(C)oc2ccc(OC(=O)CC)cc12 do in these assays?
GPR151 ag: 0.5; MITF inh: 4; FBW7 act: -0.2; TEAD-YAP inh: 4

Results for c1ncn(-c2ccc3cnc(Nc4ccc(-n5cnc(N6CCOCC6)n5)cc4)nc3c2)n1 ?
GPR151 ag: -1.6; MITF inh: 15; FBW7 act: 0.4; TEAD-YAP inh: 6

Results for O=C(COc1ccc(Cl)cc1Cl)Nc1cccc(Br)c1 ?
GPR151 ag: 2.4; MITF inh: -1; FBW7 act: -0.1; TEAD-YAP inh: -60

Results for COc1ccc2cc3cc(C(=O)N4CCN(C(=O)c5ccco5)CC4)sc3nc2c1 ?
GPR151 ag: 0.3; MITF inh: 3; FBW7 act: 0.1; TEAD-YAP inh: -1

How did COC(=O)c1c(NC(=O)C2CC(=O)NN2C)sc2c1CCC2 (stereo not drawn) do in these assays?
GPR151 ag: 1.3; MITF inh: 14; FBW7 act: 0.3; TEAD-YAP inh: 0

As a short view, some entries already given.
How did CCn1cc(C(=O)OCC(=O)Nc2cccc(Br)c2)c(=O)c2ccc(C)nc21 (tested in a mixture with another compound) do in these assays?
GPR151 ag: 0.3; MITF inh: 5; FBW7 act: 0.0; TEAD-YAP inh: -2

What do the screens show for `N#Cc1ccc(Oc2ccccc2)cc1SCc1ccccc1`?
GPR151 ag: 0.4; MITF inh: 5; FBW7 act: 0.1; TEAD-YAP inh: -18

(more compounds)
How did O=C(O)c1cc2nc(-c3ccccc3)cc(-c3ccccc3)n2n1 do in these assays?
GPR151 ag: -0.7; MITF inh: 13; FBW7 act: 0.6; TEAD-YAP inh: -12

Results for CC(=O)Nc1ccc(NC(=O)CSc2nc3nc(C)cc(C)c3c(=O)[nH]2)cc1 ?
GPR151 ag: -0.4; MITF inh: 4; FBW7 act: 0.7; TEAD-YAP inh: 13

How did Cc1ccc(CNC(=O)CN(c2cc(C)cc(C)c2)S(C)(=O)=O)cc1 do in these assays?
GPR151 ag: 1.6; MITF inh: -13; FBW7 act: 0.0; TEAD-YAP inh: 1

Results for CCN(CC)CCSc1nnc(Nc2ccccc2)n1-c1ccccc1 ?
GPR151 ag: -1.9; MITF inh: 18; FBW7 act: 0.1; TEAD-YAP inh: 0

What do the screens show for `Cc1ccc2c(c1)NC(=O)c1cc([N+](=O)[O-])ccc1O2`?
GPR151 ag: -0.7; MITF inh: 14; FBW7 act: 0.6; TEAD-YAP inh: -6

What do the screens show for `CC(C)(C)c1cc(C(=O)N=Nc2c(O)[nH]c(=O)[nH]c2=O)n[nH]1`?
GPR151 ag: 0.9; MITF inh: 32; FBW7 act: -0.4; TEAD-YAP inh: -1

How did COc1ccc(CNC(=O)c2cc(Sc3ccc(Cl)cc3)nc3ccccc23)cc1 do in these assays?
GPR151 ag: -0.2; MITF inh: 0; FBW7 act: -0.1; TEAD-YAP inh: 0

How did c1cncc(Nc2nc(NCc3nc4ccccc4[nH]3)c3[nH]cnc3n2)c1 do in these assays?
GPR151 ag: -2.4; MITF inh: -8; FBW7 act: 3.0*; TEAD-YAP inh: 0

Results for CC(=O)Oc1ccc2cc(NC(=O)c3cccc(C)c3)c(=O)oc2c1 ?
GPR151 ag: -3.0; MITF inh: 4; FBW7 act: 0.3; TEAD-YAP inh: 38*

How did Cc1nc2ccccc2n1C1CCN(C(=O)c2ccc(Br)cc2)CC1 do in these assays?
GPR151 ag: -0.9; MITF inh: 11; FBW7 act: -0.2; TEAD-YAP inh: -3
